GDH-TPI counter – inhibits GDH-TPI coupling enzymes, artifact for Mtb FBA screen; inhibition, % at 4.8 µM; 1.2% of 360,000 active; GDH-TPI coupled enzyme counterscreen, NADH absorbance; in the data active = inhibition above about 30%;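 note: 0% = DMSO wells and 100% = wells lacking the enzyme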
Yp Topo-I inh – blocks Yersinia pestis topoisomerase I activity | Y. pestis Topo-I cleavage product accumulation, plate reader | activity, % at 10 µM | 0.064% of 360,000 active | AID 504884; in the data active = activity above about 50%, passing the limit was not always enough; inconclusive = no clear call, values can overlap the other calls; note: inactives centre near 2
Vc quorum ag – induces V. cholerae light production without autoinducers; AID 588436; 0.16% of 350,000 active; activation, % at 18.7 µM; V. cholerae BH1578 lux reporter, luminescence, 6 h; in the data active = activation mostly above about 9.7%, no sharp cut-off; inconclusive = no clear call, values can overlap the other calls; inactive = mostly below about 3.7%; note: not every result past the cut was called active; inactives centre near 0; reference of the scale not given here
FadD28 binding – blocks FadD28 binding to the bisubstrate probe | inhibition, % at 12.5 µM | 0.22% of 360,000 active | fluorescence polarization; in the data active = inhibition above about 8.5%, passing the limit was not always enough; inconclusive = no clear call, values can overlap the other calls
Mtb BioA inh – blocks M. tuberculosis BioA enzyme activity. inhibition, % at 9.99 µM. purified M. tuberculosis BioA enzyme, plate reader. AID 602481. 0.096% of 360,000 active; in the data active = inhibition above about 40%; inconclusive = no clear call, values can overlap the other calls
PfHsp40 yeast – restores yeast growth despite PfHsp40 toxicity; growth rescue, % at 12.5 µM; 0.68% of 340,000 active; S. cerevisiae expressing PfHsp40, growth rescue, ATP luminescence; AID 504582; in the data active = growth rescue above about 28%, passing the limit was not always enough; inconclusive = no clear call, values can overlap the other calls;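 note: yeast W303a lacking pdr1 and pdr3 grown in galactose medium; growth measured after three days at 30 °C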
TcdB inh – inhibitors of Clostridioides difficile toxin B glycohydrolase | P18177 | 0.24% of 350,000 active | TcdB glycohydrolase enzymatic assay, plate reader | inhibition, % at 9.99 µM; in the data active = inhibition above about 10%
FBA Mtb inh – inhibits M. tuberculosis FBA enzyme; P9WQA3; purified M. tuberculosis FBA, fluorescence read-out; inhibition, % at 1 µM; 2.3% of 360,000 active; in the data active = inhibition above about 27%;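 note: 0% = vehicle and 100% = reference inhibitor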
Target sequence (P9WQA3 whole entry, looked up): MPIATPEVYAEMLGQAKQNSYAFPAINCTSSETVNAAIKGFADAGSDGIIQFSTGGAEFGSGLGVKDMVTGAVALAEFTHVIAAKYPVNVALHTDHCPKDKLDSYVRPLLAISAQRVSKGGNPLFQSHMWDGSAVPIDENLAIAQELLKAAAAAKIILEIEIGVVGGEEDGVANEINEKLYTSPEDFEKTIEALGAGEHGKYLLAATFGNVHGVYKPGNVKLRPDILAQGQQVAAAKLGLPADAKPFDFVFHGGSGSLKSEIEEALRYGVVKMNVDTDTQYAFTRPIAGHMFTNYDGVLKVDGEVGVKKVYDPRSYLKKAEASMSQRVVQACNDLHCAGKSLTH
UGM FP inh – inhibitors of M. tuberculosis UDP-galactopyranose mutase; P9WIQ1; purified UGM, fluorescence polarization probe displacement; inhibition, % at 10 µM; 0.06% of 320,000 active; AID 504406; in the data active = inhibition above about 10%, passing the limit was not always enough; inconclusive = no clear call, values can overlap the other calls
Target sequence (P9WIQ1 whole entry, looked up): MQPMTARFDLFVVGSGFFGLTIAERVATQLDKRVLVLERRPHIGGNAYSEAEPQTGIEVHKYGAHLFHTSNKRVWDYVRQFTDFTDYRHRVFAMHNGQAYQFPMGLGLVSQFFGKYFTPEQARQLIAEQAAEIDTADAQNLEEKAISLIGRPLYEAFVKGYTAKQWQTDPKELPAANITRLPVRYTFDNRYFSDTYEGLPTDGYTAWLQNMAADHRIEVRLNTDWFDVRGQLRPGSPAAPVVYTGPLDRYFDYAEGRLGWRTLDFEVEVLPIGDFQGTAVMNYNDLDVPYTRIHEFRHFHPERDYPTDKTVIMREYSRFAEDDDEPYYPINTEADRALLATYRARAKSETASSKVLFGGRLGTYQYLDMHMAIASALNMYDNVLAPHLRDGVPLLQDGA
Active calls of the source: *; i = inactive; ? = inconclusive; nt = not tested or not shown.

SMILES | GDH-TPI counter | Yp Topo-I inh | Vc quorum ag | FadD28 binding | Mtb BioA inh | PfHsp40 yeast | TcdB inh | FBA Mtb inh | UGM FP inh
CCCCOP(=O)(OCCCC)C(O)c1ccc(N(C)C)cc1 (stereo unspecified) | -3 | 7 | -0.7 | -4.4 | 0.7 | 1.5 | -1.7 | 3 | -0.4
O=C(CCc1nnc(C2(c3ccc(Cl)cc3)CCC2)o1)N1CCCC(O)C1 (stereo unspecified) | 11 | -5 | -0.4 | -2.1 | 2.9 | -1.2 | 0.3 | 0 | 1.4
CC(=O)N1CCN(Cc2cc(=O)oc3ccccc23)CC1 | nt | nt | nt | -2.7 | 1.1 | nt | 0.3 | -2 | nt
Cn1cc(Cl)c(C(=O)NNC(=S)Nc2cccc(Cl)c2)n1 | 15 | 1 | i | -1.8 | nt | -0.1 | 0.8 | 0 | 0.1
COc1ccc(C2CC(c3ccc(F)cc3)n3nc(NS(C)(=O)=O)nc3N2)cc1 (stereo unspecified) | -1 | 7 | -0.8 | -2.1 | nt | -0.8 | 0.3 | 0 | -1.8
CCCc1cc(=O)[nH]c2nnc(SCC(=O)Nc3nnc(SCC)s3)n12 | 3 | -4 | -0.2 | -4.5 | 16 | -1.0 | 1.4 | 0 | nt
COc1c(C)cc(S(=O)(=O)N2CCOCC2)c(C)c1C | 1 | -1 | -0.3 | -2.4 | 1.0 | 0.4 | 0.7 | -4 | -0.7
COc1cc(NC(=S)Nc2ccc3c(c2)OCCO3)cc(OC)c1OC | -5 | -3 | 0.8 | 0.0 | 0.7 | 0.5 | 0.7 | 0 | -1.0
CCOC(=O)c1sc2nc(CSc3ccccc3)nc(NCCN(C)C)c2c1C | 4 | 0 | i | -2.6 | nt | 1.2 | 2.2 | 2 | 2.5
Cc1ccccc1N1C(=O)CC(=O)NC1=O | -9 | 2 | 2.2 | -2.9 | -2.2 | -0.6 | nt | -1 | 2.8
O=C(Cn1cc[n+](CC(=O)c2ccccc2)c1)c1ccccc1 | -7 | 10 | nt | -0.2 | 8.8 | 0.8 | nt | 2 | -0.1
O=C(COc1ccc2ccccc2c1)NNC(=O)C(=O)Nc1ccccc1 | 2 | 9 | -0.3 | -1.2 | 0.3 | -1.6 | 1.6 | 2 | -1.1
CCOC(=O)N1CCC(NC(=O)Cn2ncc3c4ccccc4n(C)c3c2=O)CC1 | 0 | -3 | 2.1 | -1.6 | 0.0 | -0.4 | nt | 1 | nt
Cc1cccc(C)c1NC(=O)C[n+]1cc(-c2ccccc2)n2c1CCC2 | 0 | 0 | -0.7 | -1.9 | 1.1 | -0.4 | 2.5 | 0 | -0.8
O=C(NC1CCCCC1)C1CCN(C(=O)c2ccc(-c3ccccc3)cc2)CC1 | -1 | 5 | 0.5 | 0.7 | nt | 0.0 | 4.9 | 2 | -6.8
COc1c(C(=O)Nc2ccc(Br)cn2)ccc2ccccc12 | 1 | 10 | -0.8 | -0.2 | nt | -0.6 | 1.0 | 0 | -2.6
CC[C@]12c3[nH]c4ccc(Cl)cc4c3CCN1C(=O)[C@@H](CC(=O)NCCc1ccccn1)C[C@@H]2C(=O)N1CCN(C(=O)C2CC2)CC1 | -7 | 5 | -0.8 | -0.4 | 1.7 | -1.0 | 1.4 | 1 | nt
COc1cc(/C=C(/C#N)C(=O)Nc2ccc(Cl)cc2)ccc1Oc1nc(Cl)ncc1F | 16 | -5 | -0.1 | -1.0 | nt | -0.6 | -0.8 | 3 | -1.2
COc1ccc(-n2c(SCC(=O)NCc3ccco3)nc3sc4c(c3c2=O)CCN(C)C4)cc1 | 29 | 16 | -0.4 | -1.9 | 23 | -0.8 | 1.4 | 1 | 0.1
CCN(CC(=O)Nc1c(F)cccc1F)C(=O)c1cccc(S(=O)(=O)NCc2ccccc2)c1 | 10 | -4 | i | -0.7 | 0.2 | -1.6 | 2.6 | 3 | -0.4
O=[N+]([O-])c1ccccc1Oc1ncccc1[N+](=O)[O-] | -6 | 7 | i | -2.5 | -1.3 | 10 | 1.4 | 1 | -1.5
CC(=O)Nc1ccc2c(c1)-c1ccc(F)cc1C2 | -10 | -4 | i | -6.1 | nt | 0.4 | -0.2 | -1 | nt
COc1ccc(NC(=O)C2CCN(S(=O)(=O)c3ccc4c(c3)CC(C)N4C(C)=O)CC2)c(OC)c1 (stereo unspecified) | -13 | 7 | i | -3.7 | 0.7 | -0.1 | -0.6 | -5 | -0.1
CCOC(=O)C1=C(Nc2ccc(Br)cc2)CC(C)(O)C(C(=O)OCC)C1c1ccccc1 (stereo unspecified) | 4 | 1 | -8.3 | -1.1 | 1.5 | -0.4 | nt | -2 | -2.3
COc1ccc(/C=C2/C(=O)OCc3cc(OC)c(OC)cc32)cc1 | 28 | 8 | -0.2 | -2.7 | nt | 2.7 | nt | 0 | 3.1
CC(=O)COc1ccc2c3c(c(=O)oc2c1)CCCC3 | 3 | 2 | i | -5.2 | 7.5 | -0.6 | nt | 70* | -0.5
CN1CCC(N(C)C(=O)/C(C#N)=C/c2ccccc2)CC1 | -8 | -3 | -0.7 | -1.3 | -1.5 | 0.1 | 0.5 | -1 | 1.3
O=C(Nc1ccccn1)c1cc2ccccc2o1 | 5 | 4 | -5.9 | -0.9 | 0.3 | -0.4 | nt | -3 | 0.9
CCOC(=O)c1ccc(N2CCN(C(C)=O)CC2)c(NC(=O)c2cccnc2)c1 | 8 | 4 | i | -2.0 | 1.1 | -0.5 | 1.4 | 4 | -1.6
CCOC(=O)c1c(=O)n(O)c2ccc(C)cc2[n+]1[O-] | 16 | -2 | i | -0.7 | nt | 0.0 | nt | -7 | 7.7
COc1ccc(-c2nn(-c3ccccc3)cc2C=O)cc1[N+](=O)[O-] | 13 | -4 | -0.3 | 1.4 | -1.0 | -0.3 | -0.3 | 3 | -0.4
COc1cccc(NC(=O)Nc2ccccc2Br)c1 | 2 | -3 | -0.5 | -1.2 | 0.1 | 1.3 | nt | -1 | 1.9
Cc1cccc(NC(=O)CSc2ccc(-c3ccco3)nn2)c1 | -6 | -8 | -0.4 | -3.7 | -0.9 | 0.5 | nt | -1 | 2.4
COc1ccccc1CN1CCCC(C(=O)N2CCCCC2)C1 (stereo unspecified) | -2 | -1 | i | ? | 1.5 | 0.3 | 1.0 | 6 | -1.0
COc1ccc(S(=O)(=O)Nc2cc(C(C)C)c(O)cc2C)cc1 | -3 | -3 | -0.4 | -0.3 | nt | 0.1 | nt | -2 | 2.5
CCOC(=O)c1ccc(NC(=O)Nn2cnnc2)cc1 | 0 | 2 | i | -1.6 | -0.2 | 0.1 | 2.9 | 3 | -1.9
CC(=O)Nc1cccc(N(C)C)c1 | 8 | -10 | -0.4 | -2.4 | -0.8 | -1.4 | nt | 1 | -0.7
Cc1ccc(CN2CCN(Cc3ccc4c(c3)OCCO4)CC2CCO)cc1 (stereo unspecified) | -10 | -1 | -0.3 | -3.4 | nt | -1.3 | 0.8 | -1 | 1.5
Cc1cccc(NC(=S)/N=C(\N)Nc2nc(C)c3ccccc3n2)c1 | 6 | 8 | i | -3.9 | 33 | ? | nt | -1 | 0.6
CC1CN(C(=O)COC(=O)c2ccc3ncsc3c2)CC(C)O1 (stereo unspecified) | 3 | 6 | i | 0.1 | 0.3 | 1.5 | 0.3 | -2 | -1.9
O=C(c1ccccc1C(F)(F)F)N1CCN(S(=O)(=O)c2ccccc2)CC1 | -8 | 0 | i | -4.2 | -0.4 | -0.5 | nt | -2 | 2.1
Cc1cc(C(=O)c2ccc(Cl)cc2)c(NC(=O)CCl)s1 | 5 | 6 | 0.0 | -3.8 | nt | -2.3 | nt | 1 | -2.8
O=C(Nc1cccc2ncccc12)c1ccccc1Cl | -13 | -3 | -0.6 | -4.4 | -2.6 | 0.1 | 0.5 | -1 | 0.0
O=C(Nc1cccc(C(F)(F)F)c1)C1CCCN(S(=O)(=O)c2cnc[nH]2)C1 (stereo unspecified) | 10 | -12 | -5.8 | -3.3 | nt | 0.9 | nt | 0 | -2.3
O=C(COC(=O)c1ccco1)Nc1ccc2c(c1)OCCO2 | 0 | -2 | i | -2.3 | 0.0 | -0.3 | nt | -6 | 0.2
Cc1ccc(S(=O)(=O)NCCOc2cc(C)ccc2C)cc1 | 15 | -3 | 0.0 | -3.6 | 0.9 | 3.5 | 0.9 | 0 | 0.4
CN(C)c1ccc(/C=N/OC(=O)Nc2ccccc2Cl)cc1 | -4 | -2 | -0.1 | 0.3 | -2.0 | -1.0 | 2.2 | 5 | -0.6
O=C(COC(=O)/C=C/c1ccc([N+](=O)[O-])cc1)Nc1ccc2[nH]c(=O)[nH]c2c1 | 13 | -10 | i | -0.4 | -2.4 | -0.1 | -0.4 | 0 | nt
O=C(CSc1nnc2ccccn12)Nc1cccc(-c2nc3ccccc3s2)c1 | 8 | 6 | -0.2 | -2.9 | nt | -1.2 | 0.4 | 8 | 2.6
CC(C)c1ccccc1NC(=O)c1ccc2ncsc2c1 | 8 | 6 | -0.5 | -1.0 | -2.6 | -0.1 | -1.3 | -1 | 0.3
More results follow:
SMILES | GDH-TPI counter | Yp Topo-I inh | Vc quorum ag | FadD28 binding | Mtb BioA inh | PfHsp40 yeast | TcdB inh | FBA Mtb inh | UGM FP inh
Cc1ccc(NC(=O)NCCCN2CCCC2=O)c(C)c1 | -5 | 1 | i | 1.9 | -5.5 | -0.3 | 1.7 | 5 | -0.6
COc1ccccc1CCCNC(=O)C1CCC(=O)N(CCCN2CCCC2=O)C1 (stereo unspecified) | 7 | -5 | -0.4 | 1.3 | -0.9 | 0.4 | -0.7 | 5 | -2.3
CN1CCC(OC(c2ccccc2)c2ccccc2)CC1 | -3 | -1 | 6.2 | -0.9 | 3.2 | 1.0 | 0.0 | 0 | 0.0
O=C(CSc1n[nH]c(=O)[nH]c1=O)N1CCCCCC1 | 8 | 3 | -0.6 | 0.3 | 0.1 | -0.2 | 0.2 | 1 | 0.8
COc1ccccc1N1CCN(C2CC(=O)N(C)C2=O)CC1 (stereo unspecified) | 10 | 6 | -0.4 | -2.0 | nt | nt | 0.4 | 0 | 0.6
Cc1cc(C(C)(C)C)oc1C(=O)N(CC(=O)NC1CCCC1)c1c(C)cccc1C | 3 | -6 | -0.8 | -5.2 | nt | 2.2 | 0.2 | -4 | 1.8
Cc1ccccc1C(O)c1cccnc1 (stereo unspecified) | -2 | -2 | 0.5 | -0.6 | nt | 0.5 | 0.7 | 4 | 1.3
Brc1ccccc1/C=N/Nc1ccc2ccccc2n1 | 10 | 2 | -0.3 | -2.0 | nt | 4.8 | 3.3 | 1 | 3.6
CCCCN(CCCNC(=O)c1ccc2nc(N3CCOCC3)sc2c1)Cc1ccccc1 | -2 | 10 | 1.6 | -4.1 | nt | 0.9 | nt | -14 | 0.1
COc1ccc(C2(CNC(=O)CCC(=O)O)CCCC2)cc1OC | -6 | 4 | -12 | -2.9 | -1.9 | -0.5 | nt | 0 | 1.1

The final three records of the part above lead into the next.
SMILES | GDH-TPI counter | Yp Topo-I inh | Vc quorum ag | FadD28 binding | Mtb BioA inh | PfHsp40 yeast | TcdB inh | FBA Mtb inh | UGM FP inh
Brc1ccccc1/C=N/Nc1ccc2ccccc2n1 | 10 | 2 | -0.3 | -2.0 | nt | 4.8 | 3.3 | 1 | 3.6
CCCCN(CCCNC(=O)c1ccc2nc(N3CCOCC3)sc2c1)Cc1ccccc1 | -2 | 10 | 1.6 | -4.1 | nt | 0.9 | nt | -14 | 0.1
COc1ccc(C2(CNC(=O)CCC(=O)O)CCCC2)cc1OC | -6 | 4 | -12 | -2.9 | -1.9 | -0.5 | nt | 0 | 1.1
O=C(CSc1nncc2ccccc12)N1CCOCC1 | 9 | -9 | i | -1.0 | -0.8 | -0.9 | nt | 1 | -1.1
COc1ccc(NC(=O)c2ccccc2Cl)cc1NC(=O)CN1CCOCC1 | -5 | -11 | i | -1.3 | 1.5 | -1.5 | nt | -2 | -1.3
COc1ccc(C2CC(=O)N3CN(c4ccccc4F)CSC3=C2C#N)cc1OC (stereo unspecified) | 2 | 1 | 2.2 | 1.6 | 3.3 | -0.1 | 0.4 | 4 | -2.2
CCOc1ccc(N/C=C/C(=O)c2ccc3ccccc3c2)c([N+](=O)[O-])c1 | 4 | 11 | 0.0 | 1.9 | -0.6 | -2.7 | nt | 1 | -0.3

Bioassay records deposited in PubChem BioAssay by several laboratories.
